# GlmU inhibition: inhibition of mycobacterial GlmU enzyme – biochemical, glucosamine-1-phosphate acetyltransferase (AID 1376). inhibition, %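 (tested at 30 µM in the primary screen)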; hits with a dose series show IC50 in µM. 220,000 tested, 0.25% active. M. tuberculosis GlmU acetyltransferase enzyme assay; higher % means a stronger effect; in the data active means inhibition above about 13%;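 further: 0% = complete reaction with vehicle and 100% = reaction without substrate; strong numbers were not always called active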
# Mtb RmlCD inh: M. tuberculosis RmlC/RmlD coupled enzyme inhibitors, primary screen, biochemical, compound mixtures, 384-well, from 1536-well plates; dTDP-4-dehydrorhamnose reductase (Mycobacterium tuberculosis (strain ATCC 25618 / H37Rv)) …; RmlC+RmlD coupled enzyme assay, percent inhibition; primary screen in compound mixtures; inhibition, % at 3.6 µM; 160,000 tested, 0.03% active; AID 1533, 2009; in the data active means inhibition mostly above about 34%, no sharp cut-off; further: some results filed as inactive read as strong as hits
# Target sequence (P9WH09 whole entry, looked up): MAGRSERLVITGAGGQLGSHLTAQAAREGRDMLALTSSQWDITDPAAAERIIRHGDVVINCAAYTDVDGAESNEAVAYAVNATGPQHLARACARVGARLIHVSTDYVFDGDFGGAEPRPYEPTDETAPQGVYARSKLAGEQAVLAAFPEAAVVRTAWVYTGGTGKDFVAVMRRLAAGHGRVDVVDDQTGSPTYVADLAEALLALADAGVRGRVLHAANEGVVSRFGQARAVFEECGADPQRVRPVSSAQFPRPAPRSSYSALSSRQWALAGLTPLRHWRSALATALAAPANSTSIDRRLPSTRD
# Target sequence (P9WH11 whole entry, looked up): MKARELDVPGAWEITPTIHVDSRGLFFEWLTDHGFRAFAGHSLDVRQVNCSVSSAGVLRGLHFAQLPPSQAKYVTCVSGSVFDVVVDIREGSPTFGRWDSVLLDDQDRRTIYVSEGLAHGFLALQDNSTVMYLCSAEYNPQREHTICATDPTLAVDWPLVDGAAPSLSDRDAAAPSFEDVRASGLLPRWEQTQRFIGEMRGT
# * = called active by the depositor; · = not tested or not shown.
nr	structure	GlmU inhibition	Mtb RmlCD inh
1	O=C(/C=C/c1cccs1)N1CCC2(CC1)Oc1ccc(Cl)cc1C(=O)C21CC(c2ccccc2)=NO1 (stereo unspecified)	-3.3%	·
2	c1csc(CN2CCOCC2)c1	3.0%	·
3	CC(=O)c1sc(NC(=O)COc2ccccc2)nc1C	-1.5%	-8.0
4	O=C(CNCc1ccc(Cl)cc1)Nc1ccc2c(c1)OCCO2	-6.9%	15.7
5	Cc1cc(C)nc(/N=C(\NC(=O)C(C)(C)C)Nc2ccc(F)cc2)n1	-5.0%	10.5
6	Cc1ccc(C)c(NC(=O)CN(C)S(=O)(=O)c2ccccc2)c1	2.7%	-8.9
7	Cc1oc2ncnc(N)c2c1C	-2.4%	5.7
8	CN1CCN(C(=O)/C(=C/c2ccc(F)cc2)c2ccsc2)CC1	-2.7%	3.2
9	CCOc1ccc(N2CC(C(=O)Nc3ccccc3N3CCOCC3)CC2=O)cc1 (stereo unspecified)	1.0%	-11.2
10	CC(C)C(c1nnnn1Cc1ccc(F)cc1)N1CCN(c2ccc(O)cc2)CC1 (stereo unspecified)	4.5%	3.0
11	CCSc1cc(Cl)nc(N)n1	1.5%	0.2
12	CS(=O)(=O)N(CC(=O)NCCSc1ccccc1)c1ccc2c(c1)OCO2	4.1%	·
13	O=C(NC12CC3CC(CC(C3)C1)C2)N(Cc1ccccc1)Cc1ccncc1	-6.6%	·
14	CCOC(=O)/C(C#N)=C/c1cn(CCC(=O)O)nc1-c1ccc(Cl)cc1	1.1%	-6.4
15	Cc1cc2c(cc1C)CSC(c1ccc3ccccc3c1O)SC2	1.5%	·
16	CCOC(=O)C1CCN(S(=O)(=O)c2ccc(OC)c(Cl)c2)CC1	2.0%	6.9
17	O=C(Nc1ccc(N2CCOCC2)cc1)c1cc2ccccc2o1	-4.0%	·
18	O=C(COC(=O)c1nc(-c2ccccc2)n(-c2cccc(C(F)(F)F)c2)n1)NCc1cccs1	6.4%	5.2
19	COC(=O)c1ccc(N2C(=O)CC(NCc3ccccc3)C2=O)cc1 (stereo unspecified)	-4.9%	4.6
20	Cc1cc(=O)[nH]c(N2CCOCC2)n1	10.1%	·
21	CCCc1n[nH]c2c1/C(=N/O)CC(c1ccccc1)C2 (stereo unspecified)	-4.7%	·
22	CSCCC(NC(=O)c1ccc(Cl)cc1)C(=O)OCC(=O)Nc1cc(Cl)ccc1C#N (stereo unspecified)	-0.6%	-9.7
23	CC1CCN(C(C(=O)O)c2ccccc2)CC1 (stereo unspecified)	-1.6%	·
24	O=C(Nn1cnnc1)C(Sc1ccccc1)c1ccccc1 (stereo unspecified)	-0.4%	·
25	CN(C)/C=C/C(=O)c1ccc(F)cc1	1.6%	·
26	COc1ccccc1C(=O)C1CCCN(C(=O)CCC(=O)c2ccccc2)C1 (stereo unspecified)	3.1%	·
27	CN(C1CCS(=O)(=O)C1)S(=O)(=O)c1ccc(C2CCCCC2)cc1 (stereo unspecified)	-2.1%	-2.7
28	CCOc1ccc(N(CC(=O)NCc2ccccc2OC)S(C)(=O)=O)cc1	-2.0%	3.1
29	CCOc1ccc(/C=N/NC2=NCCCCC2)cc1	0.1%	-7.7
30	Cc1cc2ccccc2n1CCNCc1c(C(=O)N2CCOCC2)nc2ccccn12	7.0%	-9.3
31	Clc1nccnc1-c1ccccc1	-1.3%	16.4
32	COC(=O)c1ccccc1NC(=O)C(C)Oc1ccccc1 (stereo unspecified)	-4.2%	·
33	COc1cc([N+](=O)[O-])cc(/C=N/NC(=O)CSc2nnc(-c3ccccc3)n2C)c1O	1.8%	-7.4
34	CCCOC(=O)CC1C(=O)NCCN1Cc1ccc(F)cc1 (stereo unspecified)	·	8.2
35	CC(C)(C)Cn1c(=O)[nH]c(=O)c2cc([N+](=O)[O-])cnc21	-2.1%	-5.9
36	O=C1CC(SC(=Nc2ccccc2)Nc2ccccc2)C(=O)N1c1ccc(Cl)cc1 (stereo unspecified)	0.9%	·
37	CC(C)OC(=O)c1cc2c(ccn2-c2ccc(F)cc2)n1CC(=O)N1CCN(C(=O)c2ccco2)CC1	-3.9%	-2.1
38	Clc1ccc(-c2nc3ccc(Cl)cn3c2CN2CCOCC2)cc1	1.3%	10.9
39	CC(=O)Nc1cccc(C(=O)Nc2ccccc2C(=O)O)c1	0.6%	7.0
40	CSC(=Nc1ccccc1)C(C#N)c1nc2ccccc2[nH]1 (stereo unspecified)	1.6%	1.6
41	CCN1C(=O)/C(=C/C=C2\C=CN(CC)c3ccccc32)SC1=S	-3.8%	-9.5
42	CN(C)S(=O)(=O)c1ccc(C(=O)OCCCN=C2NS(=O)(=O)c3ccccc32)cc1	-0.3%	6.7
43	CCOc1ccc(NC(=O)c2ccc3c(SCC(=O)O)c4c(nc3c2)CCCC4)cc1	-0.8%	-3.6
44	CC(C)(C)NC(=O)c1cccc(NC(=O)c2ccc(NC(=O)c3ccco3)cc2)c1	1.3%	-2.8
45	Fc1ccccc1Cc1noc(CN2CCC(OCc3cccnc3)CC2)n1	1.9%	·
46	O=C(NCc1cccnc1)c1cc([N+](=O)[O-])ccc1N1CCOCC1	2.0%	8.3
47	CCn1ccnc1C(O)c1cccc(OC)c1 (stereo unspecified)	-2.8%	-6.3
48	COc1ccc(N2CCN(C(=O)CN3C(=O)C4CC=CCC4C3=O)CC2)cc1 (stereo unspecified)	-1.3%	-4.0
49	Cc1cc2c(cc1C)NC1(C(=O)Nc3ccccc31)C1=C(CC(C)(C)CC1=O)N2 (stereo unspecified)	-0.7%	-8.7
50	CC(C)Cc1nnc(NC(=O)CSc2nc(O)c(Cc3ccccc3)c(=O)[nH]2)s1	-2.8%	1.6

# Carrying on.
nr	structure	GlmU inhibition	Mtb RmlCD inh
51	Cc1ccc(-n2c(-c3ccccc3)c[n+]3c2CCc2ccccc2-3)c(C)c1	7.3%	-9.0
52	Nc1c(C(=O)NC2CC2)c2nc3ccccc3nc2n1-c1ccc2c(c1)OCO2	-2.3%	·
53	O=C(NCCSc1ccccn1)c1ccc(Cl)cc1Cl	-0.1%	5.7
54	O=C(NC(=S)NCCc1ccccn1)c1ccccc1	4.6%	9.2
55	O=C(Nc1cccc2ccccc12)NC1CCCc2ccccc21 (stereo unspecified)	2.3%	·
56	COC(=O)c1ccccc1N1C(=O)C2C(C1=O)[C@H]1C=C[C@@H]2C1 (stereo partly specified)	-3.8%	·
57	COc1ccc(C(=O)N2C(=S)NC(=O)/C2=C\c2ccc(C)cc2)cc1	6.2%	21.9
58	COc1cc(OC)cc(C(=O)Nn2cc(C(=O)Nc3c(F)cccc3F)c3ccccc3c2=O)c1	0.1%	11.4
59	S=c1[nH]nc(-c2ccccc2)n1Cc1ccccc1	0.1%	·
60	CCOC(=O)C1=C(CNCc2ccc(F)cc2)NC(=O)NC1c1cccc([N+](=O)[O-])c1 (stereo unspecified)	-4.4%	12.6

# Reformatted: entries from further up.
(1) O=C(/C=C/c1cccs1)N1CCC2(CC1)Oc1ccc(Cl)cc1C(=O)C21CC(c2ccccc2)=NO1 (stereo unspecified)
(2) c1csc(CN2CCOCC2)c1

entry no. | 1 | 2
GlmU inhibition | -3.3% | 3.0%
Mtb RmlCD inh | · | ·

# Next section.
nr	structure	GlmU inhibition	Mtb RmlCD inh
61	Cc1ccc(S(=O)(=O)N(CC#N)CC#N)cc1	-3.5%	6.5
62	O=C(Nc1cccc(S(=O)(=O)N2CCOCC2)c1)c1ccc(Cl)c([N+](=O)[O-])c1	-7.1%	7.5
63	COC(=O)c1cccnc1NC(=S)NNC(=O)c1ccccc1	7.5%	·
64	Cc1cccc(N2CCN(CC(=O)Nc3nccs3)CC2)c1C	1.5%	-7.9
65	COCC(=O)Nc1ccc(F)cc1	1.6%	6.2
66	CCn1c(=O)cc(OCC(=O)Nc2ccc(OC)c(OC)c2)c2ccccc21	-1.1%	5.7
67	COC(=O)c1c(NC(=O)COc2ncnc3ccccc23)sc(C)c1C	-3.7%	-6.9
68	CCS(=O)(=O)N1CCN(c2ccc([N+](=O)[O-])c(NC(C)c3ccccc3)c2)CC1 (stereo unspecified)	0.6%	·
69	O=C(CC(=O)c1ccccc1)Nc1cccnc1Cl	0.2%	-11.2
70	COc1ccc(/C=C/C(=O)Nc2ccccc2C(F)(F)F)cc1OC	·	5.5
71	NC(=O)C1CCN(C(=O)C2CCN(S(=O)(=O)c3ccccc3)CC2)CC1	-0.6%	·
72	CCCCCCSc1nsc(NC(C)=O)n1	-1.0%	9.4
73	CCCCCN=CC1=C(O)CC(c2ccccc2)CC1=O (stereo unspecified)	-1.0%	·
74	CCC1=CC(c2ccccc2)n2ncnc2N1 (stereo unspecified)	-4.4%	·
75	Cc1cccc(C(=O)Nc2ccccc2C(=O)NCc2cccnc2)c1	-3.3%	4.0
76	CCO[C@H]1OC(C(=O)N2CCN(C)CC2)=C[C@@H](c2ccc(Br)cc2)[C@@H]1CCCO	2.6%	·
77	Cc1c(NC(=S)Nc2cccc(Cl)c2)c(=O)n(-c2ccccc2)n1C	0.9%	-11.8
78	Cc1cc(C)nc(SCCC(=O)Nc2ccccc2Cl)n1	-2.5%	9.3
79	COC(=O)C1CCN(C(=O)C2CCCCC2)CC1	-0.8%	·
80	Cn1c(=O)oc2cc(S(=O)(=O)NCc3cccnc3)ccc21	5.7%	-6.5

# Compounds shown so far containing a CF3 group (two):
nr	structure	GlmU inhibition	Mtb RmlCD inh
18	O=C(COC(=O)c1nc(-c2ccccc2)n(-c2cccc(C(F)(F)F)c2)n1)NCc1cccs1	6.4%	5.2
70	COc1ccc(/C=C/C(=O)Nc2ccccc2C(F)(F)F)cc1OC	·	5.5

# Next part
nr	structure	GlmU inhibition	Mtb RmlCD inh
81	COc1cc(C(=O)Nc2nc3ccc(C)cc3s2)ccc1OCc1c(C)noc1C	-1.1%	·
82	Cc1ccc(S(=O)(=O)c2c(N)n(CCCN(C)C)c3nc4ccccc4nc23)cc1	-4.9%	20.2
83	Cc1ccccc1NC(NC(=O)c1cccs1)C(Cl)(Cl)Cl (stereo unspecified)	-1.1%	-4.6
84	CC(=O)C1=C(O)C(=O)OC1c1ccc(Cl)cc1 (stereo unspecified)	3.4%	5.2
85	Cc1cccc(-c2noc(CSc3ccccc3)n2)c1	-4.3%	31.0
86	CCOc1ccc(-n2cc(C(=O)N3CCN(C)CC3)c3cc(OC)c(OC)cc3c2=O)cc1	3.2%	-1.8
87	COC(=O)Cc1cc(=O)oc2cc(OC)ccc12	6.0%	·
88	COc1ccc(S(=O)(=O)N2CCC(O)(c3cccnc3)CC2)cc1OC	3.3%	3.2
89	Cn1c2ccccc2c2nnc(SCc3ccc4nonc4c3)nc21	4.9%	·
90	Cc1cc(C)c(NS(=O)(=O)c2ccc(Cl)c(C(=O)O)c2)c(C)c1	-1.1%	·
91	N#Cc1c(N)nc(SCC(=O)NC2CCCCC2)c(C#N)c1-c1ccc(Cl)cc1	-4.8%	7.0
92	Cc1ccc(NC=C(S(=O)(=O)c2ccccc2)S(=O)(=O)c2ccccc2)c(C)c1	-2.0%	15.9
93	COc1ccc(NS(=O)(=O)c2c(C)[nH]c(=O)[nH]c2=O)c(OC)c1	1.5%	3.4
94	Cn1nnnc1SCC(=O)NC(=O)Cc1ccccc1	-4.5%	24.6
95	CCN1CCN(c2ncnc3c2sc(=S)n3-c2ccccc2)CC1	0.5%	·
96	Fc1cccc(Cl)c1-c1nnc2ccc3ccccc3n12	4.1%	-10.9
97	Cc1cc(C)nc(SCC(=O)N/N=C/c2cc(C)n(-c3ccccc3C)c2C)n1	0.4%	2.6
98	CCOc1ccc(CCNC(=O)C2CCN(c3nnc(-n4cccc4)s3)CC2)cc1OCC	-4.0%	·
99	Cc1cccc(N/N=C/c2ccccc2O)c1	-3.6%	·
100	COc1ccc2[nH]c3c(=O)n(Cc4ccc(C(=O)NCC5CCCO5)cc4)c(=S)[nH]c3c2c1 (stereo unspecified)	-2.0%	-7.8
101	O=C(N/N=C/c1cccc(O)c1)NC1CCCCC1	1.9%	11.8
102	Cc1cc(C(=O)COC(=O)c2ccccc2Br)c(C)n1CC1CCCO1 (stereo unspecified)	3.4%	·
103	Cc1ccc2nc(Cn3cc(C(F)(F)F)cc(Cl)c3=O)cc(=O)n2c1	-1.7%	·
104	Cc1ccc(-c2cc(C(F)(F)F)n3ncc(C(=O)NCc4ccco4)c3n2)cc1	2.3%	2.9
105	O=c1[nH]c(=O)n(-c2cccc(Cl)c2)c(O)c1/C=N/c1ccccn1	-0.2%	8.5
106	O=C(c1ccc2c(c1)[nH]c(=S)n1c3ccccc3nc21)N1CCN(c2cccc(Cl)c2)CC1	-1.0%	6.7
107	Cc1ccccc1-n1c(O)c(C=NC2CCS(=O)(=O)C2)c2ccccc2c1=O (stereo unspecified)	1.9%	-4.5
108	CCC1CCCCN1CCCNC(=O)c1cc2c(=O)[nH]c3ccccc3c2n1C (stereo unspecified)	-7.2%	·
109	Cc1ccccc1C(=O)NCc1ccncc1	1.2%	·
110	COc1ccc(CN(CCN(C)C)Cc2ccccc2)c(OC)c1	-2.7%	·
111	Cc1cc(NC(=O)c2ccc3nc(C)sc3c2)no1	-4.9%	15.0
112	COc1ccccc1C(=O)N/C(=C\c1ccc(Br)cc1)C(=O)NCCC(=O)O	7.7%	-8.6
113	O=C(COc1ccc(S(=O)(=O)Nc2ccccc2)cc1)NCc1cccnc1	-8.5%	22.9
114	Cc1ccc(NC(=S)Nc2cccc(-c3n[nH]c(=S)o3)c2)cc1	-0.6%	13.6
115	Cc1ccc(S(=O)(=O)NCC(=O)NCC(=O)N2CCN(c3ncccn3)CC2)cc1C	-2.7%	7.0
116	Clc1ccccc1-c1nnc2sc(CCc3ccccc3)nn12	0.8%	·
117	COc1ccc(-c2cc(-c3ccccc3)nc3ncnn23)cc1	-3.1%	-5.7

# Screening results from PubChem BioAssay.

# An excerpt; rates above refer to the full screens.
